Compound activity as filed in PubChem BioAssay.
Apoferritin bind: binds horse apoferritin like a general anesthetic; P02791; apoferritin/1-aminoanthracene competitive binding, fluorescence; Potency, µM (series often up to 77.5 µM), inactives show top-dose activity change, negative = displacement, actives largely listed as inhibitors; actives 0.074% (n = 350,000); also: potency is read from the fitted curve at half-maximal effect; % is scaled to controls: 0 for no effect and ±100 for the full control effect; nearly all actives have a fitted effect of over 20% in size
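Concentration-response curves derived by four-parameter Hill fitting of normalized fluorescence, where compounds displaced 1-AMA from 10 uM horse apoferritin following a brief 10 min room-temperature incubation; propofol titration acted as positive control.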
Pol kappa inh: blocks human DNA polymerase kappa activity; Potency, µM (doses to about 107 µM), for the others: at the highest dose activity, negative = inhibition, usual class: inhibitors; Q9UBT6; purified Pol kappa, fluorescent DNA synthesis assay, 10 min; actives 0.53% (n = 400,000); AID 588579; also: potency is read from the fitted curve at half-maximal effect; % is scaled to controls: 0 for no effect and ±100 for the full control effect
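10 nM Pol kappa was preincubated with compounds for 15 min at room temperature. Reaction started with 50 nM (final) substrate. Fluorescence read kinetically at 0 and 10 min.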
ERG-DNA inh: blocks human ERG Ets domain binding to DNA. AID 624246. P11308. Potency, µM (top dose mostly 76.9 µM), for inactives: top-dose FP activity, negative = inhibition, most hits filed as inhibitors. fluorescence polarization, His-ERG Ets domain / labelled DNA. actives 0.028% (n = 370,000); active = well fitted inhibition curve with a large enough effect in the polarisation, with a control signal flat; inconclusive = small, poorly fitted or top-dose-only effect, or effect the other way, or a change in a side signal; inactive = no such curve, though single readings can be large or run the other way; the % refers to the polarisation;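 also: polarization taken with two DNA probes labelled with fluorescein and Texas red; potency is read from the fitted curve at half-maximal effect; % of control where 0% means no effect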
Target sequence (P11308 whole entry, looked up, the tested form may be a part): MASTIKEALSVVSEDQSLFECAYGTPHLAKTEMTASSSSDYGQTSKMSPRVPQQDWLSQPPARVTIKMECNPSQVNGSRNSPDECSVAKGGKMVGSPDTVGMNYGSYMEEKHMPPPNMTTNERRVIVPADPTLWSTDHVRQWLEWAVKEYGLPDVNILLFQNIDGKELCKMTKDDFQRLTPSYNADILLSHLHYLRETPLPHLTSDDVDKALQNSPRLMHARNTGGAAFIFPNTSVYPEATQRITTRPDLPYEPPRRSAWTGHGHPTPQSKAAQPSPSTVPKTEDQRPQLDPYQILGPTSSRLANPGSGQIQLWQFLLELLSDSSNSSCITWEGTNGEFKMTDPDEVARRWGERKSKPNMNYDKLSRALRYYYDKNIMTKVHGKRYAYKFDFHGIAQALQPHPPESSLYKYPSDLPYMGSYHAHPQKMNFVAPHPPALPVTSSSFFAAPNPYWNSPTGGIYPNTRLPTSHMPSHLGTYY
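His-tagged ERG Ets domain (1 uM in the protein solution; 300mM KCl, 50mM Tris-HCl, 1mM EDTA, 1mM DTT, pH 7.5) received compound, then a probe mix of 5 nM fluorescein-DNA and 100nM Texas-615-DNA. Fluorescence polarization was read for both dyes.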
POLH inh: DNA polymerase eta (human) inhibition; Potency, µM (doses to about 114 µM), for the others: at the top dose activity change, negative = inhibition, usual class: inhibitors; AID 588591; actives 1.2% (n = 390,000); Q9Y253; recombinant Pol eta, fluorescent DNA replication assay; also: potency is read from the fitted curve at half-maximal effect; % is scaled to controls: 0 for no effect and ±100 for the full control effect
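Pol eta (10 nM) was preincubated with compounds for 15 min at room temperature, after which fluorescent replication substrate (50 nM final) was added to start the reaction. Fluorescence was read kinetically at 0 and 10 min.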
APEX1 inh: inhibitors of human APE1 endonuclease | Potency, µM (doses to about 65.8 µM), for inactives: at the highest dose activity change, negative = inhibition, usual class: inhibitors | P27695 | recombinant APE1, TAMRA/BHQ-2 abasic DNA cleavage fluorescence | actives 0.35% (n = 350,000);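 also: potency is read from the fitted curve at half-maximal effect; plate controls were vehicle for no effect and reference inhibitor for full effect; nearly all actives have a fitted effect of over 55% in size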
Target sequence (P27695 whole entry, looked up): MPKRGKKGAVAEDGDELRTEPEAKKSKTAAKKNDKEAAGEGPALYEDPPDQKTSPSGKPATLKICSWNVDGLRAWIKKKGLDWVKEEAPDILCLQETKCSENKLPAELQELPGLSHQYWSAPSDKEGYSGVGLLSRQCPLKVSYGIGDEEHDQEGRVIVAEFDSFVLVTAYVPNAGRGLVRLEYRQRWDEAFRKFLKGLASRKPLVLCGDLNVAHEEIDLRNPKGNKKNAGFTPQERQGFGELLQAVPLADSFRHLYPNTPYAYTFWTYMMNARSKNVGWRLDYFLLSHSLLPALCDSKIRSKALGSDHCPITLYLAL
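Incision of a quenched TAMRA/BHQ-2 THF abasic-site duplex (50 nM) by 0.75 nM APE1, after 15 min compound preincubation, measured as fluorescence increase over three 60 s reads. Values normalized to buffer, DMSO and NSC13755 control wells.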
Pol beta inh: DNA polymerase beta (human) inhibition. Pol beta primer extension/strand displacement, fluorescence kinetic. Potency, µM (doses to about 114 µM), without a hit: top-dose activity change, negative = inhibition, hits mostly inhibitors. actives 1.3% (n = 340,000); also: potency is read from the fitted curve at half-maximal effect; % is scaled to controls: 0 for no effect and ±100 for the full control effect
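Reaction started by 50 nM substrate onto compound-treated Pol beta (10 nM, 15 min preincubation, room temperature); plates read at 0 min and 10 min. Normalized concentration-effect data fitted by four-parameter Hill equation.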
12-LOX inh: blocks human arachidonate 12S-lipoxygenase. purified 12hLO, xylenol orange hydroperoxide absorbance. Potency, µM (highest dose often 108 µM), inactives show top-dose activity change, negative = inhibition, most hits filed as inhibitors. actives 1.1% (n = 580,000). AID 1671190; also: potency is read from the fitted curve at half-maximal effect; % is scaled to controls: 0 for no effect and ±100 for the full control effect
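Purified human 12hLO at 150 nM in 25 mM Hepes, 0.01% Triton X-100, pH 7.0, preincubated 15 min at room temperature with compound. Reaction started with 40 uM arachidonic acid, 30 min at room temperature. Hydroperoxide measured by Fe-xylenol orange, 573/405 nm absorbance ratio.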
RGS4 inh: inhibitors of human regulator of G protein signaling 4 | P49798 | Transcreener GDP fluorescence polarization, RGS4-accelerated GTP hydrolysis | Potency, µM (highest dose often 114 µM), inactives show at the highest dose activity change, negative = inhibition, most hits filed as inhibitors | actives 0.039% (n = 390,000) | AID 504845; also: potency is read from the fitted curve at half-maximal effect; % is scaled to controls: 0 for no effect and ±100 for the full control effect; nearly all actives have a fitted effect of over 75% in size; some results filed as inactive show a strong effect at the top dose
Target sequence (P49798 whole entry, looked up): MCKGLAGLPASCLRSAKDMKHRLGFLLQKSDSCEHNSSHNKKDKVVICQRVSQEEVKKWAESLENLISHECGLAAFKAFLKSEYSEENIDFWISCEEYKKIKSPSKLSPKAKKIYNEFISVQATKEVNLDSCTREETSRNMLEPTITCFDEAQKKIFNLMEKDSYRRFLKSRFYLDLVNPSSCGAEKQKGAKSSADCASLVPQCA
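MLSMR compounds (23 nl, pin-transferred) preincubated 10 min at room temperature with a 500nM (2x) first reagent, then RGS4 at 900nM (2x) plus Transcreener GDP mix added; fluorescence polarization (620/688 nm) read before and after 90 min at 30 °C.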
LDHA inh: LDHA (human) enzyme inhibition. P00338. activity change, % (values are at about 110 or 230 µM). actives 0.15% (n = 480,000). purified LDHA, NADH/diaphorase-resazurin fluorescence; stronger effect = lower value; in the data active = activity change below about -30%; inconclusive = mostly about -25% to -30%;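 also: plate controls were DMSO wells for no effect and wells without enzyme for full effect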
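Human LDH5 at 2 nM final in Tris HCl pH 7.4 with 0.06 mM NADH and 0.2 mM pyruvate, reacted 5 minutes at room temperature. Remaining NADH coupled via diaphorase/resazurin; resorufin fluorescence read at 0 and 20 minutes, normalized to enzyme-free and DMSO wells.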
Active calls of the source: *; u = inconclusive; x = not tested or not shown; & = joins results of further samples; [ ] = dose if it differs, or a comment. Unless noted, calls follow the shape of the dose curve; as a rule, active = well fitted curve in the direction sought with a large enough effect; inconclusive = small, poorly fitted or top-dose-only effect, or another doubt; inactive = no such curve, though single readings can be large; an effect the other way counts as inactive or inconclusive. These rows are one share of the data; rates above refer to the full screens.

SMILES	Apoferritin bind	Pol kappa inh	ERG-DNA inh	POLH inh	APEX1 inh	Pol beta inh	12-LOX inh	RGS4 inh	LDHA inh
O=C(Cn1c(=O)c2ccccc2n(CC(=O)Nc2ccc(F)cc2)c1=O)NCCc1ccccc1	-11%	-4%	8%	-7%	x	4%	u	6%	-6
c1ccc(SCc2nc3ccccc3[nH]2)cc1	u	-1%	5%	-13%	0%	1%	14%	-10%	-2
O=C(NC1CCCc2ccccc21)c1cccnc1 (centres undefined)	-13%	-1%	-14%	12%	2%	6%	-6%	-14%	4
O=C(Cn1cnc2ccccc2c1=O)c1cccs1	-14%	1%	3%	0%	4%	4%	446%[activator]	-4%	-7
O=C(Cn1cnc2ccc(Br)cc2c1=O)c1cccs1	u	3%	3%	-4%	3%	1%	x	-17%	-4
O=C(Cn1c(=O)c2cccn2c2ccc(F)cc21)NCCCN1CCN(c2ccccc2F)CC1	-9%	6%	-15%	-13%	69%[activator]	1%	-8%	-21%	-1
CCOC(=O)/C=C1\SCC(=O)N1CC(=O)NCc1ccc(OC)c(OC)c1	-6%	3%	5%	-9%	0%	-9%	-11%	-12%	-4
Cc1cccc([C@@H]2[C@@H]3C(=O)N(Cc4ccccc4)C(=O)[C@@H]3[C@]3(Cc4ccc(Cl)cc4)C(=O)N(c4cccc(Cl)c4)C(=O)N23)c1	x	-6%	-8%	-9%	-19%	x	14%	2%	-9
Cc1ccc(-n2ncc(C(=O)N3CCN(C4CCCCC4)CC3)c2C2CCN(C(=O)OC(C)(C)C)CC2)cc1C	u	0%	-9%	-15%	x	25%	-22%	-10%	0
COc1ccc(NC(=O)/C(=C\c2ccc3c(c2)OCO3)NC(C)=O)cc1	0%	-6%	-2%	7%	4%	1%	-9%	21%	-8
COc1cc2c(cc1OC)C(c1cccs1)N(C(=O)c1cccc(S(=O)(=O)N(C)C)c1)CC2 (centres undefined)	-17%	-10%	-5%	-16%	-1%	10%	10%	-5%	15
CCCCNC(=O)c1ccccc1NC(=O)C1=C(C)OCCS1	-3%	-16%	-4%	-19%	50%	-1%	2%	9%	-5
Cc1ccc(Cl)cc1N1CCN(C(=O)CN(c2ccccc2)S(=O)(=O)N(C)C)CC1	50%[activator]	u	9%	50µM*	u	10µM*	u	-6%	-1
Cc1ccccc1Nc1nc(N)nc(C)c1Br	x	0%	10%	-9%	x	x	-3%	4%	-4
COC(=O)c1scc(C#N)c1N/N=C(\C#N)S(=O)(=O)c1ccc(Cl)cc1	-11%	1%	-2%	-17%	0%	0%	u	-35%	-8
CN1OC[C@@H]2CN[C@H](c3cccc(-c4cc(Cl)cc(Cl)c4)c3)C[C@@H]21	x	-3%	-4%	-9%	x	x	u	4%	-2
O=C(CCn1c(=O)sc2ccccc21)NCc1ccccc1	-9%	-10%	5%	4%	5%	3%	25%	u	-10
O=C(COC(=O)CNC(=O)c1ccccc1Cl)Nc1ccccc1Cl	x	-15%	x	-14%	-24%	x	5%	14%	-5&-11
O=C(c1ccc(Cl)cc1)c1cnc(-c2ccccc2)s1	-10%	-12%	-8%	-6%	7%	16%	-2%	7%	-3
COc1cccc(C=Nc2ccc(C)c(F)c2)c1O	-12%	-12%	8%	-8%	-1%	27%	-20%	-42%	14

Record cards, from the list above.
COc1cccc(C=Nc2ccc(C)c(F)c2)c1O as listed: Apoferritin bind = -12%; Pol kappa inh = -12%; ERG-DNA inh = 8%; POLH inh = -8%; APEX1 inh = -1%; Pol beta inh = 27%; 12-LOX inh = -20%; RGS4 inh = -42%; LDHA inh = 14
Cc1ccccc1Nc1nc(N)nc(C)c1Br as listed: Apoferritin bind = x; Pol kappa inh = 0%; ERG-DNA inh = 10%; POLH inh = -9%; APEX1 inh = x; Pol beta inh = x; 12-LOX inh = -3%; RGS4 inh = 4%; LDHA inh = -4

(more compounds)
SMILES	Apoferritin bind	Pol kappa inh	ERG-DNA inh	POLH inh	APEX1 inh	Pol beta inh	12-LOX inh	RGS4 inh	LDHA inh
COCCn1c(=NC(=O)c2cc3ccccc3oc2=O)sc2cc(S(N)(=O)=O)ccc21	-1%	-21%	3%	u	2%	u	-22%	14%	-8
CCC[C@@H](CNC)NC[C@H](Cc1ccccc1)NCCCCc1ccccc1	-14%	12%	9%	-22%	26%	26%	-3%	-29%	-3
CCOC(=O)CCc1c(C)nc(SCC(=O)O)c(C#N)c1C	-7%	-18%	5%	-8%	-2%	9%	u	-51%	-7
O=[N+]([O-])c1cc(C(F)(F)F)ccc1Oc1cccnc1[N+](=O)[O-]	6%	5%	1%	-9%	7%	2%	-5%	-35%	11
Cc1ccc(S(=O)(=O)N2CCN(CC(=O)Nc3ccnn3C3CCCC3)CC2)cc1	x	13%	22%	-11%	-8%	x	0%	9%	0
CN1CCN(C(=O)Cn2ncc3c4ccccc4n(Cc4ccc(F)cc4)c3c2=O)CC1	-16%	-4%	1%	-21%	x	-17%	1%	-5%	0
COc1ccc(/C=C/CN2CCN(Cc3ccccc3)C(CCO)C2)cc1 (centres undefined)	-6%	-5%	-3%[15.4 µM]	-7%	-3%	-20%	-6%	-8%	-2
COc1ccc(CCNC(=O)c2cnn(-c3ccc(C)c(C)c3)c2NC(=O)c2ccco2)cc1OC	69%[activator]	-2%	1%	4%	2%	14%	5%	-4%	-1
COc1ccc(/C=C(/NC(=O)c2ccccc2)C(=O)NC2CCS(=O)(=O)C2)cc1 (centres undefined)	-3%	6%	-3%	4%	-2%	-26%	4%	u	-2
CCOc1ccc(/C=N/N(C)c2ccccc2)cc1OC	64%[activator]	-6%	10%	-21%	-1%	-25%	u	-11%	1
COc1ccc(CCNC(=O)C/C(C)=N/NC(=O)C23CC4CC(CC(C4)C2)C3)cc1OC	-10%	3%	-11%	-7%	-2%	26%	-2%	-11%	-4
Cc1nc2ccc(NC(=O)c3ccc(S(=O)(=O)N(C)c4ccccc4)cc3)cc2s1	4%	-17%	3%	-11%	-9%	5%	0%	-3%	-3
COc1ccc(-n2c(C)c(C(C)=O)c3cc(OC(=O)COc4ccccc4)ccc32)cc1	-6%	2%	-1%	-6%	x	-25%	-20%	-17%	1
CC(C)(C)c1ccc(C(=O)NCC(=O)N/N=C/c2ccccc2OCC(=O)O)cc1	-15%	-2%	11%	-19%	-2%	28%	-22%	-17%	-6
Cc1ccc(-c2nc3ccc(Br)cn3c2Nc2ccc3c(c2)OCO3)o1	-2%	-5%	-7%	-9%	x	6%	-1%	-26%	-3
CCn1cc(C(=O)N2CCN(c3ccccc3)CC2)c(=O)c2cc(S(=O)(=O)N3CCC(C)CC3)ccc21	u	-5%	0%	u	x	2%	-6%	13%	-3
CC(C)c1ccc(NC(=O)C2CC3CCC2C3)cc1 (centres undefined)	u	-25%	-7%	-15%	4%	7%	3%	-27%	-5
O=C(Nc1cccc(S(=O)(=O)C(F)F)c1)c1ccc(S(=O)(=O)N2CCOCC2)cc1	-20%	-11%	-1%	-23%	-8%	-12%	117%[activator]	6%[11.4 µM]	-11
O=C(CCNC(=O)c1ccccc1Cl)NCc1ccncc1	x	-14%	-2%	-7%	8%	x	-2%	35%	-8
Cc1cc(C)c(N2C(=NC(=O)CCCC(=O)O)SC3CS(=O)(=O)CC32)c(C)c1 (centres undefined)	-5%	-4%	3%	-9%	-1%	14%	61%	12%	-10
CCc1ccc(NC(=O)Cn2c(=O)c(CNc3ccccc3)cc3cc(OC)c(OC)cc32)cc1	4%	9%	5%	17%	x	39%	184%[activator]	-5%	15
O=C(O)CSc1nc2c(c(=O)[nH]1)CCCC2	-6%	-7%	-3%	-7%	-1%	16%	-20%	-23%	1
C/C(=N\O)c1ncc(C(F)(F)F)cc1Cl	-21%	-4%	4%	-9%	0%	47%	0%	36%	-10
Cc1ccc(NC(=O)c2ccc3c(c2)OCCO3)cc1	-6%	2%	-2%	-19%	-5%	0%	3%	-8%	-2
C/C(=N\NC(=O)C(C)Sc1ccccc1)c1ccc([N+](=O)[O-])cc1 (centres undefined)	u	-7%	18%	-6%	4%	2%	4%	16%	-1
O=C(CCN1C(=O)/C(=C/c2ccccc2F)SC1=S)NC1C=CS(=O)(=O)C1 (centres undefined)	0%	-3%	-3%	-20%	77%[activator]	30%	-24%	-11%	-10
CC(=O)c1sc2nc(-c3cccs3)ccc2c1N	60%[activator]	-21%	-3%	u	-1%	0%	u	u	-11
N=C1c2ccccc2CN1NC(=O)c1cccc(S(=O)(=O)N2CCCCC2)c1	-14%	7%	8%	-11%	-9%	62%	16%	-10%	3
Cc1nc2ccccc2c2c1C(=O)N(c1cccc(C(=O)O)c1)C2=O	-1%	-6%	-3%	-3%	9%	10%	u	7%	0
Cc1ccc(C(=O)NCC(C)NC(=O)c2ccc(C)c([N+](=O)[O-])c2)cc1[N+](=O)[O-] (centres undefined)	x	8%	2%	-16%	x	x	18%	1%	2
COc1ccc(CNC(=O)COc2ccc(OC)cc2)cc1	-3%	-10%[60.1 µM]	-3%	-12%	77%[activator]	-3%	0%	17%	-15
COc1ccc(C2CC(c3ccccc3Cl)Nc3ncnn32)cc1OC (centres undefined)	-10%	-8%	-7%	-17%	3%	9%	0%	-23%[11.4 µM]	-2
COc1cc(/C=N/Nc2ccc([N+](=O)[O-])cn2)cc(OC)c1O	-16%	-6%	2%	-18%	32%[activator]	-9%	-3%	-21%	5
